WT yeast gro inh: growth inhibition of WT yeast, mitochondrial fusion screen. mitochondrial fusion phenotypic screen, WT strain. inhibition, % at 10 µM. 2.1% of 190,000 active. AID 1362; in the data active = inhibition above about 58%; tested in S. cerevisiae
P. falciparum M17LAP: P. falciparum M17LAP inhibitors, primary screen, biochemical, fluorogenic H-Leu-NHMec substrate, 1536-well (AID 1619); recombinant M17LAP, H-Leu-NHMec fluorogenic kinetic assay; higher % means a stronger effect; one-dose inhibition, % at 30 µM; IC50 in µM for titrated hits; 0.38% of 220,000 active;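 active = compound inhibiting the enzyme by more than half at any dose during confirmatory dose-response retesting; inconclusive = strong single-dose inhibitors picked by rank but not retested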;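 note: plate controls were full reaction with DMSO carrier for no effect and no enzyme background for full effect; strong numbers were not always called active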
Yfh1-depleted yeast: mitochondrial function rescue without frataxin homolog – Friedreich's ataxia, plus single-dose screen, dose response (AID 1465); 0.074% of 220,000 active; fold induction at 50 µM; hits with a dose series show EC50 in µM; S. cerevisiae Yfh1-off respiration, WST-1 reduction, 72 h; higher fold induction means a stronger effect;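 active = fold induction of absorbance versus untreated yeast above a set limit, then at least 30% activation at any dose in follow-up; inconclusive = repeats straddling the limit, or above it without dose testing; inactive = fold induction below the set limit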;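 note: activators that raise dye reduction in frataxin-depleted yeast; strong numbers were not always called active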
XIAP displacement: small molecules displacing peptide from XIAP – biochemical, IAP family, fluorescence polarization (AID 1018) | XIAP BIR domain, fluorescence polarization peptide displacement; higher % means a stronger effect | displacement, % at 20 µM, or IC50 in µM where a hit was titrated | 0.007% of 200,000 active; in the data active = displacement above about 50%; note: a part of the inactive calls stands beside numbers as strong as those of hits
M1AAP inhibition: P. falciparum M1AAP inhibitors, biochemical, fluorogenic H-Leu-NHMec substrate, 1536-well (AID 1445) | recombinant M1AAP, H-Leu-NHMec fluorogenic kinetic assay; higher % means a stronger effect | inhibition, % at 30 µM; hits with a dose series show IC50 in µM | 0.42% of 220,000 active;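 active = primary inhibition above the hit cutoff, then over 50% inhibition at one or more dose response concentrations, cut at about 23% in these data, passing the limit was not always enough; inconclusive = conflicting primary data, or primary hits not chosen for dose response; inactive = low primary inhibition, or under 50% at every dose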;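 note: plate controls were DMSO full reaction for no effect and no enzyme background for full effect; strong numbers were not always called active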
PMI inhibition: human PMI inhibitors, high substrate, primary screen, biochemical, fluorescence intensity, high mannose 6-phosphate (AID 1220); recombinant PMI enzyme, coupled fluorescence intensity; higher % means a stronger effect; one-dose inhibition, % at 20 µM; IC50 in µM for titrated hits; 0.66% of 190,000 active
TNAP activation fold: human TNAP enzyme activators, primary screen, biochemical, luminescent, no phosphate acceptor, uHTS (AID 1001) | purified TNAP, luminescent activation assay, no phosphate acceptor; higher activation fold means a stronger effect | one-dose activation fold at 20 µM; EC50 in µM for titrated hits | 0.03% of 200,000 active; in the data active = activation fold from about 3, or a potency from the dose series; inactive = the rest, 99 in 100 with activation fold below about 1.6; note: many of its hits are not listed in these tables
LYP phosphatase: PTPN22 lymphoid phosphatase activity blockers – biochemical, fluorescence intensity, uHTS (AID 1779). 0.054% of 290,000 active. inhibition, % at 11.5 µM; hits with a dose series show IC50 in µM. recombinant LYP phosphatase, fluorescence intensity; higher % means a stronger effect;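 note: plate controls were vehicle with enzyme for no effect and no enzyme for full effect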
PMI inhibitors: inhibitors of human PMI, primary screen, biochemical, fluorescence intensity, coupled assay (AID 1209); purified PMI enzyme, coupled fluorescence intensity; higher % means a stronger effect; one-dose inhibition, % at 20 µM; IC50 in µM for titrated hits; 0.42% of 190,000 active;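 note: plate controls were DMSO vehicle for no effect and wells lacking substrate for full effect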
WT yeast gro inh mutant strain: further read-out of WT yeast gro inh, marked with its call; inhibition, %; mitochondrial fusion phenotypic screen, mutant strain inhibition
The depositor's hits bear a star; i = inactive; ? = inconclusive; . = no result given. Cut-off read from the data, not from the text of the source, unless noted: active = inhibition above about 50%; inactive = the rest.

SMILES | WT yeast gro inh | WT yeast gro inh mutant strain | P. falciparum M17LAP | Yfh1-depleted yeast | XIAP displacement | M1AAP inhibition | PMI inhibition | TNAP activation fold | LYP phosphatase | PMI inhibitors
COC(=O)C1=C(C(=O)OC)[C@@H]2N(C)c3ccccc3[C@@]23C[C@@H](C(=O)OC)N(C(=O)COCc2ccccc2)C3=N1 | . | . | 17.0% | i | . | 10.4% | . | . | 5.6% | .
O=C(Nc1ncc(C(F)(F)F)cc1Cl)C1COc2ccccc2O1 (stereo not given) | 7.2 | 11.7 | -10.0% | i | -0.9% | -0.4% | 4.0% | 1.1 | -4.8% | 8.4%
COc1ccc(S(=O)(=O)NCc2cc(-c3ccccc3Cl)no2)cc1 | 5.1 | -3.5 | -4.6% | i | -3.3% | 1.6% | -8.0% | 1 | 0.2% | -9.4%
CCN(CCn1cccn1)C(=O)CC1C(=O)NCCN1Cc1ccc(F)c(F)c1 (stereo not given) | -15.5 | -3.0 | . | i | -2.1% | . | 14.1% | 1.1 | -4.1% | 3.1%
COc1ccccc1NS(=O)(=O)c1ccc(NC(=O)Cc2cccs2)cc1 | -20.7 | -7.1 | -3.1% | i | -8.2% | -2.5% | -2.9% | 1 | -7.4% | 11.4%
Cc1cc(C)cc(OC(=O)C23CCC(C)(C(=O)O2)C3(C)C)c1 (stereo not given) | 7.3 | 10.1 | 2.8% | i | -0.3% | 3.5% | 0.8% | 1.1 | 5.2% | 2.6%
Cc1cccc(Oc2c([N+](=O)[O-])c(=O)n(C)c3ccccc23)c1 | -7.9 | 4.1 | -3.6% | i | -3.0% | 1.8% | . | 1 | -4.5% | 76.0%*
COc1ccc(C2NC(=S)NC3=C2CCc2ccccc23)cc1OC (stereo not given) | -5.1 | 6.8 | 0.0% | i | -1.3% | ? | 28.5% | 1 | 0.8% | 17.1%
COc1ccc(-c2noc(CN3CCCC(OCc4ccccn4)C3)n2)cc1 (stereo not given) | . | . | 0.6% | i | . | 0.3% | . | . | -5.8% | .
CCOC(=O)c1cc2c(=O)n3cc(C)ccc3nc2n(Cc2cccnc2)c1=N | . | . | . | . | -4.1% | . | 6.6% | 1.1 | -17.9% | 5.2%
Cc1ccc(CNc2nc3ccccc3n3cnnc23)cc1 | 12.4 | -3.7 | 4.0% | i | -0.8% | 2.3% | 2.1% | 1.1 | -7.5% | -0.1%
COCC(=O)NCCc1nc(-c2ccccc2)cs1 | -4.8 | 1.1 | 3.4% | i | -3.0% | 5.2% | -0.9% | 1.1 | -6.4% | -9.5%
COc1ccc(Sc2cc(C(F)(F)F)nc(-c3ccccn3)n2)cc1 | 62.2* | 56.3* | 9.6% | i | -7.0% | 6.0% | 13.9% | 1.1 | -2.2% | 9.5%
O=C(CCCN1C(=O)/C(=C/c2cccs2)SC1=S)NNC(=O)c1ccncc1 | 5.7 | -9.1 | 10.8% | i | -5.9% | 8.4% | 2.6% | 1.8 | -2.7% | 4.0%
CCOC(=O)c1c(C)[nH]c(C(=O)COC(=O)c2[nH]c(C)c(C(C)=O)c2C)c1C | 8.8 | -7.0 | 8.5% | i | -9.1% | 9.0% | -9.1% | 1.1 | -3.8% | -5.2%
Cc1ccc(OC(=O)C2c3ccccc3Oc3ccccc32)cc1C | 25.1 | -4.2 | 2.6% | i | -4.4% | 7.4% | 11.2% | 1.1 | -0.3% | 17.9%
Cc1ccc(-c2c3c(=O)n(C)c(=O)n(C)c3cn2N2CCOCC2)cc1 | 28.5 | -11.4 | 16.3% | i | -5.3% | 7.9% | 2.7% | 1.1 | -0.4% | 9.5%
Cc1noc(/C=C/N(C)C)c1S(=O)(=O)N1CCc2ccccc21 | 15.2 | 11.0 | 12.5% | i | -7.4% | -5.3% | 26.3% | 1.1 | 4.0% | 22.2%
CCCCOc1ccc(S(=O)(=O)NNC(=O)C2Cc3c(ccc4ccccc34)O2)cc1 (stereo not given) | 27.0 | 6.2 | -6.9% | i | -2.1% | -2.6% | 12.9% | 1.1 | 4.4% | 11.7%
COc1ccc(C(C(=O)NC2CCCC2)N(CCN2CCOCC2)C(=O)c2ccc(OC)c(OC)c2)cc1 (stereo not given) | . | . | 0.8% | i | -1.2% | 4.9% | 6.2% | 1.1 | 0.6% | 4.6%

Some entries already given, limited to P. falciparum M17LAP and TNAP activation fold.
| SMILES | P. falciparum M17LAP | TNAP activation fold |
| --- | --- | --- |
| COC(=O)C1=C(C(=O)OC)[C@@H]2N(C)c3ccccc3[C@@]23C[C@@H](C(=O)OC)N(C(=O)COCc2ccccc2)C3=N1 | 17.0% | . |
| COc1ccc(-c2noc(CN3CCCC(OCc4ccccn4)C3)n2)cc1 (stereo not given) | 0.6% | . |
| COCC(=O)NCCc1nc(-c2ccccc2)cs1 | 3.4% | 1.1 |
| Cc1cc(C)cc(OC(=O)C23CCC(C)(C(=O)O2)C3(C)C)c1 (stereo not given) | 2.8% | 1.1 |

(listing goes on)
SMILES | WT yeast gro inh | WT yeast gro inh mutant strain | P. falciparum M17LAP | Yfh1-depleted yeast | XIAP displacement | M1AAP inhibition | PMI inhibition | TNAP activation fold | LYP phosphatase | PMI inhibitors
COc1ccc(CNS(=O)(=O)c2cccc(S(=O)(=O)N3CCOCC3)c2)cc1 | -1.4 | 8.5 | -0.7% | i | -16.5% | 1.1% | 8.4% | 1.2 | 2.6% | 6.7%
COc1ccccc1C1(O)CCN(C(=O)c2cccs2)CC1 | 13.0 | -11.3 | 2.3% | . | -0.8% | 0.0% | -4.7% | 1.1 | -2.5% | -1.3%
CC#CCCc1nc2ccccc2c(=O)n1N | -6.8 | -8.8 | 14.3% | i | -1.8% | -1.1% | -1.7% | 0.9 | -2.9% | -2.8%
Cc1ccc(S(=O)(=O)c2nc(Nc3nccs3)sc2Cl)cc1 | 62.0* | 15.7* | -0.5% | i | -4.1% | 4.1% | 5.0% | 1.2 | -5.9% | 12.0%
O=C(Nc1ccc2oc(-c3cccnc3)nc2c1)c1ccc2c(c1)OCCO2 | 3.1 | -27.7 | 11.2% | i | -9.6% | 9.4% | 6.0% | 1.7 | -27.7% | 2.8%
O=C(/C=C/c1ccc(Cl)cc1)NCc1cccs1 | 9.0 | 6.5 | 13.1% | i | -3.1% | -1.4% | -0.7% | 1.1 | -7.6% | 2.4%
CC(=O)N1CCC(N(CCN2CCOCC2)C(=S)Nc2cccc(C)c2C)CC1 | 9.7 | -3.1 | -2.2% | i | -8.5% | -5.4% | -2.5% | 0.9 | -2.2% | 4.6%
CC1(C)Cc2ccccc2-c2nc(NCCCO)[nH]c(=O)c21 | . | . | -253.8% | i | . | 4.5% | . | . | -16.9% | .
CCOC(=O)N1CCN(Cc2nc3c(c(=O)[nH]c(=O)n3C)n2CCCc2ccccc2)CC1 | 5.2 | 7.5 | 13.6% | i | -4.1% | 2.2% | -3.1% | 1 | -11.0% | -2.9%
O=C(NNC(=O)c1ccc([N+](=O)[O-])cc1)NC1CCCCC1 | . | . | -5.4% | i | . | -2.9% | . | . | 1.0% | .
O=C(Nc1cccc(C(F)(F)F)c1)c1cc(S(=O)(=O)N2CCCCC2)ccc1N1CCOCC1 | 13.3 | -3.0 | 2.8% | i | 0.9% | 3.3% | 12.0% | 1.1 | 5.8% | 4.8%
Cc1cc(NS(=O)(=O)c2ccccc2)c([N+](=O)[O-])cc1C | -2.7 | -7.5 | 10.4% | i | -3.3% | 14.0% | -4.0% | 1 | -7.6% | -3.8%
O=C(Nc1ccc(Cl)cc1)NC1CCCCC1Cc1ccco1 (stereo not given) | 75.4* | 74.1* | 9.1% | i | -3.7% | 1.8% | 5.6% | 1.5 | 2.6% | 6.3%
CCOC(=O)c1cnc(COc2ccccc2Cl)[nH]c1=O | . | . | 6.4% | i | . | -4.9% | . | . | -3.3% | .
Cc1ccc2cc(CN(Cc3cccs3)Cc3nnnn3C(C)(C)C)c3nnnn3c2c1 | . | . | . | . | -0.9% | . | 0.2% | 1 | -9.9% | 2.0%
CC(=O)Nc1nc2n(n1)C(c1ccccc1)C=C(c1ccccc1)N2 (stereo not given) | 4.1 | -1.8 | -58.4% | i | -3.0% | 21.9% | -85.7% | 1.1 | -5.5% | -58.3%
C=CCn1c(O)c(N=NC(=S)Nc2ccc(OC)c(Cl)c2)c2ccccc21 | -6.5 | -38.7 | 1.3% | i | -7.3% | 11.8% | -17.4% | 0.8 | 2.3% | -7.0%
CCc1nc(NCC2CCCN2CC)c2nnn(Cc3ccccc3F)c2n1 (stereo not given) | 33.9 | -4.4 | 2.1% | i | 1.5% | -3.8% | -4.1% | 1 | 2.1% | 2.9%
COCCCNC(=O)c1cccc2c(=O)c(C)c(-c3ccccc3)oc12 | -1.5 | -3.7 | 19.7% | i | -3.2% | 13.9% | -6.2% | 1.1 | -3.9% | 4.1%
CCOCCCNC(=O)c1cc2c(=O)n3cccc(C)c3nc2n1C | 16.4 | -2.1 | . | i | -16.3% | . | 13.8% | 1.2 | -1.8% | 19.1%
COc1ccc2sc(N(CCN(C)C)C(=O)c3cc(Cl)sc3Cl)nc2c1 | 0.7 | 6.5 | -3.8% | i | -5.9% | 0.9% | -24.0% | 1.1 | -3.3% | -32.3%
Cc1cc(C)nc(NCCCc2ccccc2)n1 | 9.9 | -3.4 | -4.0% | i | -3.7% | 6.5% | -7.8% | 1.1 | -1.2% | -1.6%
O=C(NCc1cccs1)C1CC(=O)N(c2ccccc2)C1 (stereo not given) | -1.7 | 13.5 | 16.9% | i | 1.9% | -5.9% | 7.1% | 1.1 | -2.4% | 5.8%
CCc1c(C(=O)N2CCN(c3ccccc3F)CC2)[nH]c(C)c1C(C)=O | -12.4 | 3.4 | -4.5% | i | -4.6% | 0.6% | 5.0% | 1.1 | -4.5% | 4.6%
CCc1sc(NC(=O)C(C)C)nc1-c1ccccc1 | 2.8 | 18.4 | 1.6% | i | -2.5% | 3.8% | 14.2% | 0.9 | -2.0% | 5.9%
CCc1ccc(CC)c(S(=O)(=O)Nc2ccc(O)c(C(=O)O)c2)c1 | -19.7 | -26.4 | -37.6% | i | -3.6% | 1.2% | 15.7% | 1 | -4.7% | 16.7%
Cc1ccc(C)c(NC(=O)c2ccccc2O)c1 | 48.6 | 58.3 | -2.3% | i | -4.1% | 6.3% | 11.9% | 1 | -3.0% | 8.7%
Cc1nc(N2CCCCC2)c2c(-c3cccs3)csc2n1 | 69.3* | 17.4* | 9.2% | i | -6.0% | -1.2% | 2.8% | 1.1 | -2.3% | -9.9%
O=C(O)/C=C/C(=O)Nc1ccccc1SC(F)(F)C(F)(F)C(F)(F)F | -8.7 | 13.5 | -1.9% | i | -2.1% | 2.2% | 1.8% | 1.1 | -2.4% | -4.6%
Cc1ccc2cc(CN(C(=O)c3ccncc3)C(C)C)c(=O)[nH]c2c1 | 14.3 | 11.3 | 8.9% | i | -3.0% | 3.7% | 10.7% | 1.1 | -8.3% | 5.3%
CCOc1cc(N2CCCC2)ccc1[N+](=O)[O-] | -3.6 | 8.7 | 9.6% | i | -9.6% | 2.1% | 53.4%* | 0.9 | -1.3% | 20.1%
